Assay outcomes from PubChem BioAssay.
NadD inh = inhibitors of S. aureus NadD, primary screen, biochemical, colorimetric, uHTS; actives 0.78% (n = 360,000); purified NadD enzyme, colorimetric absorbance read-out; inhibition, % at 20 µM; in the data active means inhibition above about 26%; further: some compounds past the cut are filed as inactive
SKN-1 block = suppressors of acrylamide-induced Pgst-4::GFP reporter in worms, primary screen, SKN-1 inhibitor project, whole organism, uHTS, GFP/RFP fluorescence ratio, strain VP596; C. elegans VP596 Pgst-4::GFP/RFP ratio, 24 h; inhibition, % at 21.8 µM; actives 0.49% (n = 360,000);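 active means interference check ratio from 0.5 to 1.5 plus GFP to RFP signal ratio inhibition reaching or exceeding a fixed threshold, cut at about 30% in these data, passing the limit was not always enough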; further: some compounds called inactive have numbers as strong as hits
LMPTP block = LMPTP phosphatase inhibitors, primary screen, biochemical, fluorescence intensity, uHTS; Low molecular weight phosphotyrosine protein phosphatase (Homo sapiens), P24666; recombinant LMPTP-A, OMFP fluorogenic substrate; inhibition, % at 20 µM; actives 0.22% (n = 360,000); AID 651560, 2012;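 active means compounds that cut the enzyme signal by at least half of the control window in the single-dose screen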;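 further: plate controls were DMSO wells with enzyme plus substrate for no effect and substrate without enzyme for full effect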
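Test system – LMPTP-A enzyme · Amount – LMPTP-A at 0.625 nM final in the reaction · Buffer or medium – Bis-Tris pH 6.0, DTT, detergent · Reagent – OMFP 400 µM · Doses – single 20 µM dose · Schedule – reaction 50 min, room temperature, dark · Detection – fluorescence intensity of OMFP turnover product · Evaluation – percent inhibition versus substrate-only and uninhibited controls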
DNMT1 block = human DNMT1 methyltransferase inhibitors, primary screen, biochemical, molecular beacon, fluorescence, HinP1I cleavage, uHTS; DNA (cytosine-5)-methyltransferase 1 (Homo sapiens), P26358; inhibition (reported as % activation of signal), % at 10 µM; actives 0.83% (n = 360,000); AID 588458, 2011; in the data active means inhibition above about 50%
MT1-MMP act inh = blockers of MT1-MMP proenzyme processing, primary screen, HT1080 RFP-PRO-GFP cells, GFP/RFP fluorescence | GFP/RFP ratio fluorescence, overnight; percent of plate control window, DMSO zero | GFP/RFP ratio change, % at 20 µM | actives 0.061% (n = 360,000);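 active means GFP/RFP ratio change of at least 30% with cell ATP level not reduced by more than half and red fluorescence within 50% of control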; further: strong numbers were not always called active
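Assay system: RFP-PRO-GFP reporter HT1080 cells; read-out basis: GFP/RFP fluorescence ratio; benchmarks: DMSO wells and RFP-L50D-GFP cells; doses: 20 µM single dose, 1% DMSO; schedule: overnight cell settling, then overnight compound exposure, 37 °C, 5% CO2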
SUMO1-SIM PPI = modulators of SUMO1 protein-protein interactions, primary screen, biochemical, uHTS; actives 0.33% (n = 360,000); SUMO1 binding to a labelled peptide, TR-FRET, 1 h; inhibition, % at 20 µM; in the data active means inhibition above about 37%
Target sequence (P63165 whole entry, looked up): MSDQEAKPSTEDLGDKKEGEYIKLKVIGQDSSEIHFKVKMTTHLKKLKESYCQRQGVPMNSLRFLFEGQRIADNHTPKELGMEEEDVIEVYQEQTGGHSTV
NRP1-CendR mod = modulators of CendR peptide binding to NRP-1, primary screen, biochemical, fluorescence polarization, uHTS; FAM-RPARPAR peptide binding to NRP-1; inhibition, % at 25 µM; actives 0.85% (n = 360,000);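 active means inhibition or corrected inhibition above about 18%, plus a signal ratio from 0.5 to 1.5, limit read from the data, passing the limit was not always enough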; further: strong numbers were not always called active
Target sequence (O14786 whole entry, looked up): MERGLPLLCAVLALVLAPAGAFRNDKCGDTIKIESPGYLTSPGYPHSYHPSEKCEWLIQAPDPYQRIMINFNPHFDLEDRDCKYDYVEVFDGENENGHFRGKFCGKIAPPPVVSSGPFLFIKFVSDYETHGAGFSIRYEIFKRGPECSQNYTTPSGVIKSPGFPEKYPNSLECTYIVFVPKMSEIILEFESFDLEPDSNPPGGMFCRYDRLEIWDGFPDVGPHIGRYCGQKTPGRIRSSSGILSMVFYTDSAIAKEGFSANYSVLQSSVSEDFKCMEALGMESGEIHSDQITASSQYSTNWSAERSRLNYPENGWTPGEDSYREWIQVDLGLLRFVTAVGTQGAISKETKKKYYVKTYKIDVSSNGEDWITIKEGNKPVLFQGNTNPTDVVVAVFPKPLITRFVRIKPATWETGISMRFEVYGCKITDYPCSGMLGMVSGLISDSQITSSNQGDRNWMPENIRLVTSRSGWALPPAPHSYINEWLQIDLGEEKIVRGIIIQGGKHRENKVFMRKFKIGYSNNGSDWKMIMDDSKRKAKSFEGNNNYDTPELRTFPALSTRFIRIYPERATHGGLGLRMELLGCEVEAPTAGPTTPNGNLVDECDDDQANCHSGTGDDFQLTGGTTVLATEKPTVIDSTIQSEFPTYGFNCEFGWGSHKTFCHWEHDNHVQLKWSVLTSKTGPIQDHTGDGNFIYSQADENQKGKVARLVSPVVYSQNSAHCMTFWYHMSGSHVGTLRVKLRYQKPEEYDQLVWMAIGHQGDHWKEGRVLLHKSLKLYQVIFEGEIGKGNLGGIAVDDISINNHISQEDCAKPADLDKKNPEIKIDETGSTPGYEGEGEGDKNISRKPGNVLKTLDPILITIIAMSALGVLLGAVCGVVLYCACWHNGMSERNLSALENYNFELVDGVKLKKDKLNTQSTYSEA
Rpn11 inh = Rpn11 (PSMD14) deubiquitinase inhibitors, primary screen, biochemical, fluorescence polarization, uHTS. 26S proteasome non-ATPase regulatory subunit 14 (Homo sapiens), O00487. human 26S proteasome, Ub4-pepOG fluorescence polarization; 20S core pre-blocked with epoxomicin. calls only at 20 µM. actives 0.59% (n = 360,000). AID 588493, 2011;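 active means inhibition at 20 µM, scaled to each plate's controls, above about 33%, limit read from the data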
STEP inh = STEP phosphatase inhibitors, primary screen, biochemical, fluorescence intensity, uHTS | Tyrosine-protein phosphatase non-receptor type 5 (Homo sapiens), P54829 | recombinant STEP, OMFP fluorogenic substrate | AID 588621, 2011 | inhibition, % at 20 µM | actives 0.25% (n = 360,000);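 active means inhibition at 20 µM, scaled per plate between control wells, above about 37%, limit read from the data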;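 further: 0% = DMSO with enzyme and substrate and 100% = substrate only without enzyme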
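Test system: STEP tyrosine phosphatase / Reagent: OMFP at 25 µM / Doses: 20 µM, 1% DMSO / Read-out: percent inhibition scaled to no-enzyme and uninhibited-enzyme controls, plate-pattern corrected / Detection: FITC-channel fluorescence of OMFP product / Medium: Bis-Tris buffer pH 6.0, 2.5 mM DTT, 0.005% Tween 20 / Schedule: 20 min at room temperature, dark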
Scp-1 inhibitor = Scp-1 phosphatase inhibitors, primary screen, biochemical, colorimetric, uHTS. actives 0.88% (n = 340,000). inhibition, % at 20 µM. Recombinant Scp1, phosphopeptide, malachite green phosphate absorbance. Carboxy-terminal domain RNA polymerase II polypeptide A small phosphatase 1 (Homo …;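 active means inhibition above about 50% at 20 µM, limit read from the data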;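 further: plate controls were DMSO wells with enzyme for no effect and wells lacking enzyme for full effect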
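System: SCP-1 catalytic domain; Reagent: Phospho 17-mer peptide substrate; Doses: one concentration, 20 µM, with 1.0% DMSO; Incubation: 45 min room-temperature reaction, 5 min colour, 30 min stabiliser; Signal: Phosphate-binding colour reagent, absorbance read at 630 nm.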
* marks the source's active call; other numbers are inactive results; i = inactive; nt = not tested or not shown.

SMILES	NadD inh	SKN-1 block	LMPTP block	DNMT1 block	MT1-MMP act inh	SUMO1-SIM PPI	NRP1-CendR mod	Rpn11 inh	STEP inh	Scp-1 inhibitor
Cc1cc(NC(=O)Nc2cccc3ccccc23)no1	-7	-6	-0.6	-1	-2	-7	-1	i	2	-5
O=C(Cn1cc(SCc2ccc(Cl)cc2)c2ccccc21)N1CCOCC1	-6	14	0.9	-7	4	-2	6	i	-2	-4
NC(=O)CCn1c(C(=O)c2cccc([N+](=O)[O-])c2)c2ccccc2[n+]1[O-]	3	9	-1.1	2	2	-25	1	i	-3	-8
CCOC(Cn1c(SCc2cc(C(C)=O)ccc2OC)nc2ccccc2c1=O)OCC	1	-5	-1.1	24	-2	-7	1	i	-2	-2
O=C1CCCC(O)=C1C=Nc1cccc(C(F)(F)F)c1	4	-6	-1.5	0	-2	-2	-3	i	1	-9
CCOC(=O)N1CCC(NC(=O)C2CCCN(Cc3nc(-c4cccc(Cl)c4)oc3C)C2)CC1 (stereo not given)	4	9	-1.7	-1	-4	1	11	i	2	-5
O=C1C2C3C=CC(C3)C2S(=O)(=O)C2C3C=CC(C3)C12 (stereo not given)	-7	8	-0.8	18	0	-2	1	i	2	nt
COc1ccccc1C(=O)O/N=C(/c1ccncc1)c1ccc([N+](=O)[O-])cc1	0	-6	0.4	1	1	-20	0	i	2	1
OCC[C@@H]1C[C@H](O)[C@@H](O)[C@@]2(OCCCc3cc(Cl)ccc32)O1	-4	1	-1.1	6	-1	6	14	i	1	nt
c1ccc(C2=NNC(=NC3CC3)SC2)cc1	-4	23	-0.9	-1	0	-1	2	i	-4	10
CC(O)CNc1nc(N)[nH]c(=O)c1N=Nc1ccccc1 (stereo not given)	0	-17	0.5	-6	2	-11	16	i	-1	-3
O=C(Nc1ccc2c(c1)OCO2)c1ccncc1	0	8	1.5	-4	4	1	-7	i	-3	-12
Cc1ccc(C)c(OCCC(=O)OCC(=O)NC(=O)NC2CCCC2)c1	2	2	2.2	4	-2	-2	6	i	-3	-10
COc1cccc(C2CC(c3ccc(C)cc3)=NN2C(=O)c2ccccc2F)c1OC (stereo not given)	-1	11	3.4	-6	-15	-4	-3	i	0	-13
C=CC[C@@H]1Cc2c(Br)ccc(Br)c2[C@@H](CC=C)N1	0	10	-0.7	5	-1	-3	3	i	1	-8
CCOc1ccc2nc(NC(=O)CSc3ccc(Cl)cc3)sc2c1	7	10	1.0	-7	2	0	-14	i	-5	-9
O=S(=O)(Nc1ccc(N2CCOCC2)cc1)c1ccc2ccccc2c1	0	10	-0.1	-14	2	-4	-2	i	-1	-4
Cn1nnc(NC(=S)NC(=O)c2ccc3ccccc3c2)n1	-12	16	1.3	-4	3	-9	-10	i	-1	nt
CN1CCC(N2CCN(C3CN(C4CCCCC4)S(=O)(=O)C3)CC2)CC1 (stereo not given)	0	-13	-6.2	0	2	1	6	i	-1	nt
CCCCN(C(=O)Cn1ncc(Cl)c(Cl)c1=O)c1c(N)n(CC(C)C)c(=O)[nH]c1=O	14	1	26	61*	4	1	-14	i	2	82*
O=C(NCc1cccnc1)c1cc(C(=O)C2CC2)c[nH]1	-3	-11	-1.6	6	0	-2	12	i	-4	0
COc1cccc(CNC(=O)COC(=O)c2ccc(N3CCCC3=O)cc2)c1	0	-1	-0.8	0	-2	-2	16	i	-3	nt
CCN(CC)c1ccc(NC(=O)CN2CCN(CC(=O)Nc3ccccc3F)CC2)cc1	-2	-20	-0.6	-1	-2	1	6	i	-4	25
CCn1ncc(/C=C/C(=O)C2CC2)c1C	1	1	-1.2	-3	1	2	-1	i	-3	13
O=C(COC(=O)Cc1n[nH]c(=O)c2ccccc12)NNC(=O)c1ccc(Cl)cc1	-3	10	0.1	-1	-1	-1	6	i	-2	-8
Cc1cc(=O)oc2cc(NC(=O)c3ccccc3OC(F)F)ccc12	-1	14	0.9	-9	-6	1	0	i	0	-4
Cc1ccc2c(c1)C(c1ccc(O)cc1)(c1ccc(O)cc1)C(=O)N2C	-2	2	-0.7	2	2	-1	15	i	-7	0
O=C(c1cc2ccccc2o1)N1CCN(Cc2ccc3c(c2)OCO3)CC1	-6	20	-1.5	3	9	4	-3	i	-6	4
COC(=O)C(Cc1c[nH]c2ccccc12)NC(=O)C(=O)c1c[nH]c2ccccc12 (stereo not given)	-8	2	1.8	-6	-3	-4	10	i	0	-10
COC(=O)c1cccc(N/C=C(\[N+](=O)[O-])S(=O)(=O)c2ccccc2)c1	-3	12	-0.9	-2	-3	5	-10	i	-2	-9
NC(=O)c1cccn1-c1ncc(C(F)(F)F)cc1Cl	-2	8	-0.4	1	1	-3	10	i	1	-3
CCOC(=O)C1=C(C)N=c2s/c(=C/c3ccc(OCC(=O)O)cc3)c(=O)n2C1c1ccc(F)cc1 (stereo not given)	14	13	0.9	1	-6	-5	-31	i	5	27
CC(C)(C)NC(=O)C1CCCN(S(=O)(=O)c2cccc3cccnc23)C1 (stereo not given)	2	-2	-0.8	0	1	2	2	i	0	-1
COc1ccc(C2/C(=C(/O)c3ccccc3)C(=O)C(=O)N2CO)cc1 (stereo not given)	-4	-23	0.2	-2	-3	-4	-10	i	0	4
CC(C)(C)OC(=O)N/N=C/c1ccc(C(=O)O)cc1	-6	0	-0.8	4	2	-2	-5	i	-2	-1
COc1cccc(N2CCN(CC(=O)NC(=O)NC3CCCCC3)CC2)c1	-5	9	0.5	0	1	3	-3	i	0	-6
CC1CN(S(=O)(=O)c2cccc(C(=O)N3CCC(C(N)=O)CC3)c2)CC(C)O1 (stereo not given)	2	13	-1.6	-4	1	-8	-4	i	-3	0
CC(Cc1cccnc1)NC(=O)c1cc(COc2c(F)cccc2F)on1 (stereo not given)	-2	-15	-0.2	1	0	0	13	i	-1	2
CCOc1ccc(S(=O)(=O)N2CCC(C(=O)OC(C)C(=O)N3CCOCC3)CC2)cc1 (stereo not given)	5	27	-0.5	3	1	2	1	i	-1	-7
COc1ccc2c(c1)C(C)=CC(C)(C)N2C(=O)Nc1ccccc1	-3	18	-0.6	-7	-2	-11	4	i	-1	-4
O=C(Nc1cccc(F)c1)NC1(C(=O)N2CCN3CCCC3C2)CCCCC1 (stereo not given)	-3	-6	-1.7	1	0	0	-7	i	-7	-4
NC(=O)COc1cccc2cccnc12	-3	-18	0.0	1	6	-1	-6	i	-2	-1
Cc1cc2oc(=O)cc(CN(C)Cc3ccc(OC(F)F)cc3)c2cc1Cl	8	1	4.3	-2	-2	-2	-6	i	5	2
COc1cccc(-n2ccnc2SCC(=O)N2CCc3ccccc32)c1	2	6	0.0	-4	1	-1	-4	i	0	-3
Cc1cc(NC(=O)CCN2CCN(Cc3ccccc3)CC2)ccc1Br	-10	2	-1.4	-3	2	-4	3	i	1	-16
O=C(N=Nc1c(O)[nH]c2ccccc12)c1cccc(S(=O)(=O)N2CCCCC2)c1	10	5	9.0	6	1	-2	-1	i	-1	13
CCCN(C(=O)Cc1csc(-c2ccccc2)n1)C1CCS(=O)(=O)C1 (stereo not given)	1	6	-0.1	-1	-2	-8	5	i	-4	-5
O=C(Oc1ccc(-c2nnco2)cc1)N1CCCCC1	-2	-10	-1.9	2	2	-5	-4	i	-2	-8

Some of these compounds in order of heavy-atom count, rising.
SMILES	NadD inh	SKN-1 block	LMPTP block	DNMT1 block	MT1-MMP act inh	SUMO1-SIM PPI	NRP1-CendR mod	Rpn11 inh	STEP inh	Scp-1 inhibitor
O=C(Oc1ccc(-c2nnco2)cc1)N1CCCCC1	-2	-10	-1.9	2	2	-5	-4	i	-2	-8
COc1cccc(-n2ccnc2SCC(=O)N2CCc3ccccc32)c1	2	6	0.0	-4	1	-1	-4	i	0	-3
O=C(Nc1cccc(F)c1)NC1(C(=O)N2CCN3CCCC3C2)CCCCC1 (stereo not given)	-3	-6	-1.7	1	0	0	-7	i	-7	-4

(cont.)
SMILES	NadD inh	SKN-1 block	LMPTP block	DNMT1 block	MT1-MMP act inh	SUMO1-SIM PPI	NRP1-CendR mod	Rpn11 inh	STEP inh	Scp-1 inhibitor
Cc1ccccc1OCCSCc1nc2ccccc2[nH]1	-7	5	-0.5	4	8	0	-1	i	-2	-5
COc1ccc(NC(=O)CSc2ccc3nnc(-c4ccccn4)n3n2)c(OC)c1	6	-15	0.0	1	1	5	4	i	-2	-5
Cc1cc(OCC(=O)Nc2ccc(CN3CCOCC3)cc2)ccc1Cl	-5	-7	-0.6	1	7	0	2	i	-1	4
COc1ccc2[nH]cc(CCNC(=O)/C=C/[C@H]3O[C@@H](n4cnc5c(NC(=O)c6ccccc6)ncnc54)[C@H](O)[C@@H]3O)c2c1	0	5	-1.8	6	0	-3	-2	i	-1	nt
C/C(=N\NC(=O)c1cccc(C)c1)c1cccc(NC(=O)c2ccco2)c1	8	19	0.0	0	-2	2	9	i	-1	0
O=C(c1ccc(F)cc1)N1C2CCC1CC(O)(c1ccc(F)cc1)C2 (stereo not given)	1	-2	-2.4	5	-3	-3	6	i	1	1
COc1ccccc1C(=O)NCCC(=O)NNC(=O)c1ccccc1O	2	-3	-1.3	-2	2	0	2	i	2	-6
Cc1ccc(NC(=O)c2ccc(OC(=O)COc3ccc(Cl)cc3C)cc2)cc1	3	6	0.5	3	5	2	0	i	1	0
CCOCCCNC(=O)CCCOc1ccccc1	-1	4	-1.1	2	1	-3	3	i	-1	-5
Cc1ccc(C2CC(C(F)(F)F)n3nc(C(=O)NCCN4CCOCC4)cc3N2)cc1 (stereo not given)	-1	-6	-0.3	-2	4	-1	-10	i	1	-3
